Bioassay records deposited in PubChem BioAssay by National Center for Advancing Translational Sciences (NCATS).
BRCT PPI red: inhibitors of human BRCA1 BRCT-phosphoprotein interaction (red fluorophore); Potency, µM (top dose mostly 76.9 µM), for inactives: at the top dose activity change, negative = inhibition, hits mostly inhibitors; BRCT-phosphopeptide binding, red fluorescence polarization; 75,000 tested, 0.03% active; AID 892; P38398; also: % is scaled to controls: 0 for no effect and ±100 for the full control effect
Target sequence (P38398 whole entry, looked up): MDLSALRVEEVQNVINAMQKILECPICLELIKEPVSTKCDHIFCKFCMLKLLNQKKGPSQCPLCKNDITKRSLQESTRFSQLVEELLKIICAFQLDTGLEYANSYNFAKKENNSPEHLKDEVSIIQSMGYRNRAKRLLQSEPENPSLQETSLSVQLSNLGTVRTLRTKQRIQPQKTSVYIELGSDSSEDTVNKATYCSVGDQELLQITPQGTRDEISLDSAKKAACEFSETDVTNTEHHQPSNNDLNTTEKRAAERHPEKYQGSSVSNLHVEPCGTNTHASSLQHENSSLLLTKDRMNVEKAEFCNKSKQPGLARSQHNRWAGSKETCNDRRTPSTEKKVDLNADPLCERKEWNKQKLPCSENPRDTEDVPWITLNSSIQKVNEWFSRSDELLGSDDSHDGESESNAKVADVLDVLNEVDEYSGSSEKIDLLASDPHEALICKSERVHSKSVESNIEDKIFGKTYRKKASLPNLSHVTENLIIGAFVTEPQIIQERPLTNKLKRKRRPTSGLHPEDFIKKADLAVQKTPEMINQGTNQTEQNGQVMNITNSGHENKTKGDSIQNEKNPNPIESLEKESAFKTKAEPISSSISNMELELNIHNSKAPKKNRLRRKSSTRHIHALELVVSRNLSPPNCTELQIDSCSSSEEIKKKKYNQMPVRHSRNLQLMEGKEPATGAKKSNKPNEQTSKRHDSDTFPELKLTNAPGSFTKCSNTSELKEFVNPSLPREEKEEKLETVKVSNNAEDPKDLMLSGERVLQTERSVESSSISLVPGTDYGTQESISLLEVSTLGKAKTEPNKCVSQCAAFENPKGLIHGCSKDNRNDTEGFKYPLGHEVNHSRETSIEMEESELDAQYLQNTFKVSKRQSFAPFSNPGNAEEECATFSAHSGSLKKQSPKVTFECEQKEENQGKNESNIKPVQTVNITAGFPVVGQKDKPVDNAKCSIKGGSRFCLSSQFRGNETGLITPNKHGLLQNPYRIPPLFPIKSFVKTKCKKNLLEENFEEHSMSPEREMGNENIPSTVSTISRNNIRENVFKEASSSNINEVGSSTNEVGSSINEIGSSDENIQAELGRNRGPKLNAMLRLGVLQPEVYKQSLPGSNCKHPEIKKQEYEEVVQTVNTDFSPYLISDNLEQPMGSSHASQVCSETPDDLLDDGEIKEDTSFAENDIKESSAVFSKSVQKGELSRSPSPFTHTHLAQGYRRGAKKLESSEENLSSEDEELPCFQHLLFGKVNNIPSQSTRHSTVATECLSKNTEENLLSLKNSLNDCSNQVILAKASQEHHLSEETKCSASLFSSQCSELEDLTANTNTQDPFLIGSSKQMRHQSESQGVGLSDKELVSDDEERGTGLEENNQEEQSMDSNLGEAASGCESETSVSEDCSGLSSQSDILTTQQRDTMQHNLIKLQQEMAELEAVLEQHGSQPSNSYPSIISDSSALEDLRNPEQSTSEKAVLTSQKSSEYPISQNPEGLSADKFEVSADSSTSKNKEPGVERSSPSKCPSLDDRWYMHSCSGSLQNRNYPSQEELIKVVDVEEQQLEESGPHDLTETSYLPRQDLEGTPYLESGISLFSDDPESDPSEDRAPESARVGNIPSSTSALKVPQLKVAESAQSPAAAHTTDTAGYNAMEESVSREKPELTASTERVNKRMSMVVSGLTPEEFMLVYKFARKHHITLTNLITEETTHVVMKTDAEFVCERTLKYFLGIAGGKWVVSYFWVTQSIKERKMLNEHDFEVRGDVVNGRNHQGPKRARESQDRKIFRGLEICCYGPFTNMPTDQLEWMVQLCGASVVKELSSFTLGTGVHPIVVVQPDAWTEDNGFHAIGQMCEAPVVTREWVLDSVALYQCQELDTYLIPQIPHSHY
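Rhodamine-labelled pBACH1 10-mer (100 nM) bound to BRCT domain (100 nM) at pH 7.3; compounds incubated 12 min room temperature, polarization read. Free peptide defines full inhibition; unlabelled decapeptide titrated as control.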
DNA Pol III inh: DNA polymerase III holoenzyme inhibition; reconstituted DNA polymerase III holoenzyme replication, biochemical; Potency, µM (titrated, usually from 57.1 µM), for inactives: at the top dose activity change, negative = inhibition; 71,000 tested, 0.25% active; AID 603; also: potency is read from the fitted curve at half-maximal effect; % is scaled to controls: 0 for no effect and ±100 for the full control effect
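Reconstituted *E. coli* holoenzyme (0.35 nM Pol III, 1 nM beta, 154 nM SSB, 2 nM primase) was preincubated with compound for 15 min at RT. Synthesis on 1.4 nM ssM13Gori ran 35 min, then was stopped with PicoGreen/EDTA and read as dsDNA fluorescence.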
4-MU autofl: compound fluoresces in the 4-MU spectral region; compound autofluorescence, 340/450 nm, 4-MU equivalents; active compounds read high; max dye-equivalent concentration, M; 59,000 tested, 11% active; in the data active = max dye-equivalent concentration above about 10 nM; inconclusive = mostly about 1.1 nM to 9.6 nM
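Compounds in 100 mM Tris, pH 8.0, incubated 15 min at room temperature, then fluorescence read at 340 nm excitation/450 nm emission. Signal converted to 4-MU dye-equivalent concentration using an on-plate six-point 4-MU standard curve.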
BRCT PPI green: BRCA1 BRCT-phosphoprotein interaction inhibition; 75,000 tested, 0.05% active; P38398; AID 875; BRCA1 BRCT-phosphopeptide binding, green fluorescence polarization; Potency, µM (highest dose often 76.9 µM), inactives show at the top dose activity change, negative = inhibition, most hits filed as inhibitors;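 also: potency is read from the fitted curve at half-maximal effect; plate controls were peptide without protein for full effect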
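Compounds were incubated for 12 min at room temperature with a complex of 100 nM fluorescein-tagged pBACH1 decapeptide and 250 nM His-tagged BRCT protein. Buffer was phosphate pH 7.3 with EDTA, DTT and Tween 20. Disruption of binding lowers the polarization signal.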
Hsp90 Hop PPI: changes Hsp90-Hop TPR2A binding signal, up or down. AlphaScreen TPR2A-His6 binding biotin-Hsp90 C-terminal peptide. Potency, µM (top dose mostly 57 µM), for the others: at the highest dose activity change, negative = inhibition. 71,000 tested, 0.44% active; active = well fitted curve in either direction with a large enough effect; inconclusive = small, poorly fitted or top-dose-only effect, or another doubt; also: potency is read from the fitted curve at half-maximal effect; % is scaled to controls: 0 for no effect and ±100 for the full control effect; many of its hits are not listed in these tables
HBB splice mod: alters splicing of the hemoglobin beta chain | HBB splicing reporter cell assay, activation; EGFP reporter with mutant IVS2-654 intron; response scale: normalised to 500 nM splice-correcting PNA | Potency, µM (top dose mostly 46.1 µM), for inactives: top-dose activation, usual class: activators | 65,000 tested, 0.06% active; also: potency is read from the fitted curve at half-maximal effect; 0% is about no effect
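Compounds were applied for 2 days to HeLa EGFP-654 cells, 500/well in Optimem with 2% FCS. The reporter's EGFP is disrupted by mis-splicing of beta-globin intron IVS2-654. Readout: summed well GFP fluorescence from 488 nm laser scanning; reference was 500 nM antisense […] 654 PNA.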
Ub-GFP proteasome: proteasome inhibitors stabilizing ubiquitin-GFP reporter | Ubiquitin-GFP reporter cells, proteasome inhibition, GFP fluorescence; response scale: untreated = 0%, 10 µM MG-132 = 100% | Potency, µM (highest dose often 45.9 µM), for inactives: top-dose activation (GFP accumulation), hits mostly activators | 67,000 tested, under 10 active | AID 526; active = well fitted activation curve with a large enough effect, not every such curve was filed as active; inconclusive = small, poorly fitted or top-dose-only effect, or another doubt; inactive = no such curve, though single readings can be large or run the other way; also: potency is read from the fitted curve at half-maximal effect
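Proteasome block read as GFP accumulation: ubiquitin(G76V)-GFP U2OS cells exposed to compound (2.9 nM–46 uM) for 4 hr at 37 C. Normalization used untreated cells as 0% and 10 uM MG-132 as 100%; concentration-response curves fitted.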
ALOX15 inhib: 15-hLO (ALOX15) enzyme inhibition. Potency, µM (titrated, usually from 57.1 µM), inactives show at the top dose activity change, negative = inhibition, most hits filed as inhibitors. purified 15hLO-1, xylenol orange hydroperoxide absorbance. AID 887. P16050. 74,000 tested, 1.4% active; also: potency is read from the fitted curve at half-maximal effect; % is scaled to controls: 0 for no effect and ±100 for the full control effect; nearly all actives have a fitted effect of over 55% in size
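Purified human 15hLO-1 (40 nM) in 25 mM Hepes pH 7.5, 0.01% Triton X-100, preincubated 15 min RT with compound, then 50 uM arachidonic acid for 6 min. Hydroperoxide read by ferrous/xylenol orange, 30 min; 573/405 nm absorbance ratio gave progress.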
CRE-bla Fsk: modulators of forskolin-stimulated CRE signaling in CHO cells; CHO CRE-bla reporter (cAMP response element driving beta-lactamase), forskolin EC10, beta-lactamase ratio; Potency, µM (series often up to 38.2 µM), without a hit: at the top dose activity change, negative = inhibition, actives largely listed as activators; 71,000 tested, 2.5% active; AID 662; active = well fitted activation curve with a large enough effect in the signal ratio, with a control signal flat, not every such curve was filed as active; inconclusive = small, poorly fitted or top-dose-only effect, or effect the other way, or a change in a side signal; the % refers to the signal ratio; also: potency is read from the fitted curve at half-maximal effect; % of control where 0% means no effect
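Modulation of forskolin signalling: compounds in titration series added with EC10 NKH 477 to CHO cells carrying a CRE-driven beta-lactamase reporter, 3 h, 37C. CCF4 FRET ratio (460/530 nm, ex 405 nm) gives %activity and AC50.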
A350 autofl: compounds fluorescent in Alexa 350 spectral region. Compound autofluorescence, 340/450 nm, Alexa 350 dye-equivalents; active compounds read high. max dye-equivalent concentration, M. AID 590. 59,000 tested, 11% active; in the data active = max dye-equivalent concentration above about 10 nM; inconclusive = mostly about 1.1 nM to 9.6 nM
Epigenetic mod: epigenetic GFP locus derepression in mouse cells; mouse C127i GFP locus derepression, cytometry, 30 h; Potency, µM (highest dose often 46.1 µM), for the others: top-dose GFP derepression (activation); 68,000 tested, 0.09% active; also: % of control where 0% means no effect
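Locus derepression in mouse mammary C127i cells whose integrated CMV-GFP reporter is normally silent; GFP expression after 30 h compound treatment was quantified by counting fluorescent cells.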
Active calls of the source: *; i = inactive; ? = inconclusive; . = no result given; [ ] = another dose, or the depositor's remark. Unless noted, calls follow the shape of the dose curve; as a rule, active = well fitted curve in the direction sought with a large enough effect; inconclusive = small, poorly fitted or top-dose-only effect, or another doubt; inactive = no such curve, though single readings can be large; an effect the other way counts as inactive or inconclusive.

Second line of a record – BRCT PPI red, DNA Pol III inh, 4-MU autofl, BRCT PPI green, Hsp90 Hop PPI, HBB splice mod, Ub-GFP proteasome, ALOX15 inhib, CRE-bla Fsk, A350 autofl, Epigenetic mod
- OCCN(CCO)CC(O)Cn1c2ccccc2c2ccccc21 (configuration not stated)
    -0.7%, -8%, i, -1.1%, -2%, 4.8%[0.369 µM], ., -2%, 8%, i, 2%
- CCOC(=O)Cc1csc(NC(=O)CSc2nc3cccnc3n2CC)n1
    -1.2%, -2%, i, -0.7%, -3%, 0.5%, -17%, -6%, ?, i, 6%
- O=C(Nc1cc(C(=O)N2CCOCC2)cc(C(=O)N2CCOCC2)c1)c1cc(F)c(F)cc1Cl
    1.6%, 0%, i, -3.8%, -2%, 0.7%, 4%, -7%, ?, i, 0%
- CCCCNC(=O)CC(=O)Nc1ccccc1C(=O)O
    0.6%, 1%, i, -1.4%, -1%, -0.7%, -11%, 1%, -22%, ?, -3%
- CCCCCC1=C2CNC(CC(C)C)(C(=O)OC)C=C2C(C)C1=O (configuration not stated)
    -1.0%, -11%, ., -5.2%, 3%, -1.6%, ., ., -8%, ., .
- Cc1oc(-c2ccccc2Cl)nc1CSCC(=O)N1CCCC1
    -1.4%, 2%, i, -3.2%, 1%, -0.7%, -13%, 2%, 1%, i, 1%
- Brc1ccc(-c2nnc3sc(CNCc4ccc5c(c4)OCO5)cn23)cc1
    0.1%, -1%, ., -2.8%, -5%[2.3 µM], 0.4%, -11%, 4%, -7%, ., .
- CCC(=O)c1cccc2c1N=CC1=C(CC(C)(C)CC1=O)N2
    -0.4%, -3%, i, -0.1%, 0%, -0.4%, -4%, -4%, 1%, ?, 2%
- O=C(NC1CCCCC1)/C(=N\O)c1ccccn1
    -0.4%, -4%, i, -1.2%, -8%, ., -4%, 6%, 1%, i, 0%
- Cc1nc2ccc(NC(=O)Cn3cnc4c3c(=O)n(C)c(=O)n4C)cc2s1
    -0.8%, -18%, i, -1.3%, -3%, -3.7%, -1%, 6%, 16%, i, 2%
- Cn1c(SCC(=O)Nc2ccc(F)cc2)nnc1-c1cccnc1
    -0.9%, -4%, ., -2.6%, -2%, 0.8%, 6%, -1%, -3%, ., -2%
- Cc1ccc(C(CC(=O)N2CCOCC2)c2ccco2)cc1 (configuration not stated)
    -0.5%, -6%, i, -0.6%, -4%, -1.1%, 1%, 2%, -2%, i, 2%
- COC(=O)c1ccc(CSc2nc3c(c(=O)n2-c2ccccc2)SCC3)o1
    -1.6%, -3%, ., 48%[activator], 0%, -0.7%, -11%, 5%, ?, ., .
- COCCOC(=O)C1=C(C)N=C2SCCC(=O)N2C1/C=C/c1ccccc1 (configuration not stated)
    -1.1%, -2%, i, 0.7%, -6%, ., -1%, 5%, 8%, i, -1%
- COCCCNC(=O)CCC(=O)Nc1ccc2nc(N3CCOCC3)cc(C)c2c1
    -0.5%, -4%, 1.7e-06M*, -2.8%, 3%, -1.3%, -2%, 8%, 29%, 1.6e-06M*, 2%
- CCOC(=O)N1CCN(C(=O)C2CCC(=O)N2C(C)C)CC1 (configuration not stated)
    1.4%, 0%, i, -1.1%, -1%, -0.7%[57.5 µM], -5%, -15%, -6%, ?, 3%
- CC1(C)CC2CC(C)(CN2C(=O)CN2C(=O)c3ccccc3C2=O)C1 (configuration not stated)
    0.1%, 1%, i, -1.0%, -2%, 0.0%, -7%, 0%, -2%, ?, 2%
- Cc1cccc(OCC(=O)N2CCC(c3ccccc3)C2)c1 (configuration not stated)
    -1.4%, -9%, ., 0.8%, 5%, 0.4%[9.22 µM], 14%, -25%, -2%, ., -4%
- COc1ccc(-c2nc3scc(-c4ccccc4)n3n2)cc1
    0.0%, -4%, i, -2.2%, 0%, -1.0%, 1%, 1%, ?, ?, 9%
- c1ccc(NCCCNc2ccccc2)cc1
    -0.4%, -4%, i, -1.7%, -13%, 0.8%, -6%, 4%, -4%, i, 6%
- COC(=O)c1ccccc1NC(=O)c1ccc2c(c1)OCCO2
    -3.0%, 3%, i, 0.9%, 10%, -0.8%, 4%, -4%, ?, i, 11%
- CCOc1ccccc1-c1cc(-c2ccc(OC)cc2)nc2c1c(=O)n(C)c(=O)n2C
    1.2%, -5%, ?, 0.1%, -3%, -0.6%, 0%, 2%, 17%, ?, -2%
- CCOc1ncccc1C(=O)OCC(=O)N1CCN(S(=O)(=O)c2ccc(Cl)cc2)CC1
    0.8%, -8%, i, 0.7%, -1%, -0.3%[57.5 µM], 6%, 3%, 14%, i, -4%
- COc1cccc(Cn2c(=O)c(-c3cc(F)cc(F)c3)nc3cncnc32)c1
    -1.4%, -9%, i, -0.6%, -15%, -2.7%, 8%, 3%, ?, i, 2%[9.22 µM]
- COc1cc(Br)cc2cc(C(=O)N3CCCCC3C)c(=O)oc12 (configuration not stated)
    0.5%, -2%, i, 0.2%, -6%, -0.9%, 5%, -8%, ?, i, -3%
- CCOC(=O)c1csc(NC(=O)c2cc(OC)c(OC)c(OC)c2)n1
    -0.6%, -1%, ., 1.4%, -1%, -2.3%, 9%, -2%, ?, ., 2%
- COc1ccc(-c2nnc(SC(C)C(=O)Nc3ccc4c(c3)OCCO4)o2)cc1 (configuration not stated)
    -0.1%, -3%, i, -1.7%, -3%, 2.2%, 0%, 9%, -1%, i, -3%
- c1cnc(NC2C3CC4CC(C3)CC2C4)nc1 (configuration not stated)
    0.1%, 0%, i, -0.2%, -5%, ., 0%, 1%, 9%, i, -3%
- COc1ccccc1Nc1ncc(C(C)=O)c(C)n1
    1.1%, -2%, i, 1.3%, 4%, -4.3%[57.5 µM], -10%, -4%, 11%, i, -2%
- Cc1cccc(C)c1OC[C@@H](N)C(C)C
    -0.8%, -8%, i, -1.5%, -5%, -1.0%, 0%, 6%, -3%, i, 1%

Gathered by group: those above with a furan ring, fused or not.
Second line of a record – BRCT PPI red, DNA Pol III inh, 4-MU autofl, BRCT PPI green, Hsp90 Hop PPI, HBB splice mod, Ub-GFP proteasome, ALOX15 inhib, CRE-bla Fsk, A350 autofl, Epigenetic mod
- Cc1ccc(C(CC(=O)N2CCOCC2)c2ccco2)cc1 (configuration not stated)
    -0.5%, -6%, i, -0.6%, -4%, -1.1%, 1%, 2%, -2%, i, 2%
- COC(=O)c1ccc(CSc2nc3c(c(=O)n2-c2ccccc2)SCC3)o1
    -1.6%, -3%, ., 48%[activator], 0%, -0.7%, -11%, 5%, ?, ., .

Single entries from the entries so far:
BRCT PPI red, `Cc1nc2ccc(NC(=O)Cn3cnc4c3c(=O)n(C)c(=O)n4C)cc2s1` = -0.8%
BRCT PPI green, `Brc1ccc(-c2nnc3sc(CNCc4ccc5c(c4)OCO5)cn23)cc1` = -2.8%
HBB splice mod, `Cn1c(SCC(=O)Nc2ccc(F)cc2)nnc1-c1cccnc1` = 0.8%

Back to the main list; the 2 compounds before the break are reprinted first.
Second line of a record – BRCT PPI red, DNA Pol III inh, 4-MU autofl, BRCT PPI green, Hsp90 Hop PPI, HBB splice mod, Ub-GFP proteasome, ALOX15 inhib, CRE-bla Fsk, A350 autofl, Epigenetic mod
- COc1ccccc1Nc1ncc(C(C)=O)c(C)n1
    1.1%, -2%, i, 1.3%, 4%, -4.3%[57.5 µM], -10%, -4%, 11%, i, -2%
- Cc1cccc(C)c1OC[C@@H](N)C(C)C
    -0.8%, -8%, i, -1.5%, -5%, -1.0%, 0%, 6%, -3%, i, 1%
- CC1(C)Cc2c(sc3nc(SCC(=O)O)[nH]c(=O)c23)CO1
    -0.8%, -1%, ?, 0.6%, -2%, -0.1%, -6%, 0%, 1%, ?, 2%
- Cc1ccc(NS(=O)(=O)c2ccc(C)c(C(=O)N3CCN(C)CC3)c2)cc1
    0.0%, -4%, ?, -0.2%, -3%, -2.1%, -3%, 3%, ?, ?, -2%
- COc1ccc(CN[C@H](C)C(=O)O)cc1
    -2.5%[15.4 µM], -3%[11.4 µM], i, 1.3%[15.4 µM], -3%[11 µM], 2.2%[9.22 µM], 1%[9.17 µM], 4%[11.4 µM], 0%[7.6 µM], i, -2%[9.22 µM]
- Cc1[nH]c2ccccc2c1Cc1nnc(SCC(=O)NCc2ccco2)o1
    -1.1%, -1%, ., 4.9%, -9%, -0.9%, 3%, 13µM*, -4%, ., -2%
- COc1ccc(-n2c(Cc3cccn3C)nnc2SCC(=O)N2CCCC2)cc1
    1.3%, 1%, ., -1.6%, -12%, 0.4%, -6%, -25%, -5%, ., 0%
- O=C(C1CCCO1)N(c1cccc(Cl)c1)C1C=CS(=O)(=O)C1 (configuration not stated)
    0.2%, 1%, i, -2.8%, -2%, -1.7%, 11%, 4%, 4%, i, 1%
